S1P4 ag – agonists of human S1P4 receptor; S1P4-expressing cell line, agonist reporter assay; activation, % at 4.98 µM; 220,000 tested, 0.35% active; AID 1509; in the data active = activation above about 11%;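 also: 0% = DMSO vehicle and 100% = reference agonist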
Target sequence (O95977 whole entry, looked up): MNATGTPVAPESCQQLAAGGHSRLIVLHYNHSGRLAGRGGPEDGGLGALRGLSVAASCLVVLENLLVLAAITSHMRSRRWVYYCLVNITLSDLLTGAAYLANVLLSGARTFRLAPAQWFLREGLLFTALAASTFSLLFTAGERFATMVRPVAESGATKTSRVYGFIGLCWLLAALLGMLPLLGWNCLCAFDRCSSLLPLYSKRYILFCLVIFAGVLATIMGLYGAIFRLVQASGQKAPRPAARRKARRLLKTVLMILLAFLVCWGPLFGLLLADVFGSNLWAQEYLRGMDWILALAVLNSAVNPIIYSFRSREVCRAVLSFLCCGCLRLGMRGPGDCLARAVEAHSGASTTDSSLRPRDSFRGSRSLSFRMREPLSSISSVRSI
NPY-Y2 PAM-ag – human NPY-Y2 potentiation or agonism, primary screen | P49146 | activation, % at 3.6 µM | 220,000 tested, 0.45% active | cells expressing NPY-Y2, potentiator/agonist read-out; in the data active = activation above about 27%;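 also: cells stimulated with NPY near EC25 plus isoproterenol at EC100; 0% = vehicle plus submaximal agonist and 100% = vehicle plus saturating agonist; some results beyond the cut were filed as inactive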
BaF3 parental – counter-screen for JAK2V617F inhibitors: parental Ba/F3 viability inhibitors | inhibition, % at 5.6 µM | CellTiter-Glo ATP luminescence | AID 1486 | 220,000 tested, 1.1% active;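 active = inhibition above a per-campaign cutoff, the mean inhibition of all tested compounds plus 3 SD, cut at about 27% in these data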;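 also: 0% = DMSO wells and 100% = JAK Inhibitor I control wells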
PERK inhibitor – blocks human PERK kinase. AID 1416. inhibition, % at 5.6 µM. 220,000 tested, 0.17% active. CHO PERK-DD fusion, SEAP luminescence translation reporter. Q9NZJ5;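 active = inhibition above the mean inhibition of all tested compounds plus 3 SD, set separately per screening campaign, cut at about 2.9% in these data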;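 also: PERK kinase domain activated by AP20187 dimerizer at 100 nM; 0% = DMSO with dimerizer and 100% = rapamycin at 8.4 µM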
S1P4 antagonist – blocks the human S1P4 receptor | AID 1510 | 220,000 tested, 0.26% active | O95977 | S1P4-expressing cells, antagonist mode, reporter read-out | inhibition, % at 4.98 µM; in the data active = inhibition above about 29%;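 also: 0% = wells stimulated with agonist and 100% = vehicle wells without agonist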
Mdm2 ligase inh – Mdm2 E3 ligase (human) inhibition; Q00987; cell-based MDM2 ubiquitination luciferase reporter, 2 h; 0 = plate control, 100 = twice control, blank-subtracted; signal enhancement, % at 5 µM; 210,000 tested, 0.11% active;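 active = signal enhancement of 30% or more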;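 also: luminescence tracks abundance of the self-degrading MDM2-luciferase fusion protein; higher signal means inhibition of MDM2 E3 ligase activity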
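Buffer or medium: Cells held in DMEM | Assay system: Stable mammalian line carrying autodegrading MDM2–luciferase fusion reporter | Quantity: 2000 cells/well | Times: 4 h settle plus 2 h compound, 37 °C | Doses: One concentration, 5 µM, with 0.2% DMSO | Technique: Luminescence with SteadyLite reagent, 15 min at room temperature | Benchmarks: Plate controls and plate blanks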
Ba/F3 V617F tox – loss of viability in JAK2V617F-driven Ba/F3 cells; inhibition, % at 5.6 µM; AID 1446; Ba/F3 EpoR-JAK2V617F viability, ATP luminescence; 220,000 tested, 1.1% active;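 active = inhibition above the campaign mean plus 3 SD over all tested compounds, cut at about 24% in these data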;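 also: cytokine-independent growth of Ba/F3 cells driven by EpoR plus mutant JAK2; 0% = DMSO-treated cells and 100% = JAK inhibitor I control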
eIF4E-4G inh – inhibitors of eIF4E and eIF4G interaction in translation initiation; P63073+Q04637; TR-FRET eIF4E-eIF4GI(517-606) binding, 2 h; inhibition, % at 21.7 µM; 220,000 tested, 0.37% active; AID 782;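 active = inhibition above about 30%, limit read from the data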;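 also: 0% = full FRET control wells and 100% = background wells lacking eIF4GI fragment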
Wee1 degr inh – inhibitors of human Wee1 degradation | P30291 | HeLa Luc-Wee1K328M stability, luciferase luminescence; 100% = proteasome inhibitor MG132 effect | reporter increase, % at 5 µM | 220,000 tested, 1.2% active;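 active = activation above the mean of all tested compounds plus 3 SD, set per screening run, cut at about 8.8% in these data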;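 also: cells exposed to compound for 20 h before luminescence read; 0% = DMSO alone and 100% = MG132 at 30 µM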
Target sequence (P30291 whole entry K328M): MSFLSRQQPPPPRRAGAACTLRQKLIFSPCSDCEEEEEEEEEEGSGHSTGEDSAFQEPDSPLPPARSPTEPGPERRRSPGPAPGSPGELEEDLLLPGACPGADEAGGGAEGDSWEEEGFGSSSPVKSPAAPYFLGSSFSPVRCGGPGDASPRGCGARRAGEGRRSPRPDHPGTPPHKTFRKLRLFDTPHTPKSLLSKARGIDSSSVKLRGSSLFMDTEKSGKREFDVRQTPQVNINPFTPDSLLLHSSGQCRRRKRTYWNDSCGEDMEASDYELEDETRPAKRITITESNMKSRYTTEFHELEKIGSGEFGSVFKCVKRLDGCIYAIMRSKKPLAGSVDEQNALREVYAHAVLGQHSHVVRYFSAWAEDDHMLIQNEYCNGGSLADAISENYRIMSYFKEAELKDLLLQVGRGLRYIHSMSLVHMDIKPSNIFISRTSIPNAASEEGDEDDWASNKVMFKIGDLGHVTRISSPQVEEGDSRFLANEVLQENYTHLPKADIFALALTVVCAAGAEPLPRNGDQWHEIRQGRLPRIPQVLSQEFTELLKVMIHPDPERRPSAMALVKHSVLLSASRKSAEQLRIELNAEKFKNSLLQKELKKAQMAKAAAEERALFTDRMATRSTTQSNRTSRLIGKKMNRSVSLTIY
* = called active by the depositor; nt = not tested or not shown; [ ] = dose if it differs, or a comment. No enrichment for hits (roughly 4.1% active in at least one column).

The opening two compounds, ahead of the listing:
SMILES	S1P4 ag	NPY-Y2 PAM-ag	BaF3 parental	PERK inhibitor	S1P4 antagonist	Mdm2 ligase inh	Ba/F3 V617F tox	eIF4E-4G inh	Wee1 degr inh
C/C(=N\NC(=O)CCC(=O)O)c1c(-c2ccccc2)c2cc(Br)ccc2[nH]c1=O	-0.2	-4.1	-0.2	0.1	-6.8	-1.4	-3.9	4.1	-2.2
O=C(Nc1ccc(S(=O)(=O)NCc2ccco2)cc1)C1CCCCC1	2.5	-25.7	3.4	0.1	-14.2	-14.5	0.9	3.3	-1.1

Main list, from the start:
SMILES	S1P4 ag	NPY-Y2 PAM-ag	BaF3 parental	PERK inhibitor	S1P4 antagonist	Mdm2 ligase inh	Ba/F3 V617F tox	eIF4E-4G inh	Wee1 degr inh
C/C(=N\NC(=O)CCC(=O)O)c1c(-c2ccccc2)c2cc(Br)ccc2[nH]c1=O	-0.2	-4.1	-0.2	0.1	-6.8	-1.4	-3.9	4.1	-2.2
O=C(Nc1ccc(S(=O)(=O)NCc2ccco2)cc1)C1CCCCC1	2.5	-25.7	3.4	0.1	-14.2	-14.5	0.9	3.3	-1.1
CCC(C)NC(=O)COC(=O)Cc1sc(N)nc1-c1ccc(C)cc1 (centres undefined)	1.2	6.1	4.4	0.4	-8.8	5.6	-1.8	0.6[fluorescence artefact?]	-2.0
Cc1ccccc1Cn1cc(NC(=O)c2nc3ncccn3n2)cn1	2.8	-5.0	8.3	-0.2	-0.8	-29.1	3.6	7.3	-2.0
COc1cc(SC)ccc1C(=O)Nc1nc(C)cs1	0.6	-8.4	11.1	0.2	-17.5	-97.9	6.4	7.2	-4.8
CC(C)CCNC(=O)CNC(=S)N(CCCN1CCOCC1)Cc1cccs1	-0.4	-7.5	8.9	-0.4	6.0	-9.5	1.0	1.5	5.1
CC(C)c1nc(CNC(=O)CCc2nnc(-c3ccsc3)o2)cs1	4.3	3.1	6.1	0.4	-0.5	-2.7	-3.1	-4.0	-2.8
CCn1c2ccccc2c2cc(NC(=O)COC(=O)c3cc(S(N)(=O)=O)c(Cl)cc3Cl)ccc21	-0.2	-5.1	8.3	0.2	-1.9	-1.5	-1.0	3.2	5.7
C=CCN(c1ccc(C(=O)NC(C)C)cc1)S(C)(=O)=O	-1.2	28.7	0.0	1.2	4.6	-11.0	-4.4	-10.0	-3.3
CC(=O)N1CCN(S(=O)(=O)c2ccc(C)cc2)C1C(C)C (centres undefined)	0.1	3.2	4.3	-0.6	20.2	-11.8	2.4	4.7	-0.9
CN1CCN(C(=O)Nc2cccc3ccccc23)CC1	0.6	-6.4	3.4	1.3	-6.6	-8.7	0.4	-13.5	1.5
CCS(=O)(=O)Nc1ccc(C2=NN(S(C)(=O)=O)C(c3cccs3)C2)cc1 (centres undefined)	-1.9	-4.0	8.4	0.4	14.4	-7.9	1.0	-2.6	1.2
CCCCc1nc(NCCO)c(C#N)c2c1CCCC2	1.1	6.6	4.2	-0.4	7.5	3.0	4.3	1.2	1.8
Cc1[nH]c2ccccc2c1[C@H]1[C@@H](CC#N)C1(C)C	0.5	-1.8	-0.6	0.0	-7.5	0.4	-4.4	5.5	0.7
O=C(CN1C(=O)c2ccccc2C1=O)N1CCN(c2nnc(-c3ccccc3)c3ccccc23)CC1	2.4	5.8	1.2	-0.1	10.8	0.4	-5.2	-4.2[fluorescence artefact?]	2.7
O=C(CCC(=O)Nc1ccccc1Cl)NNC(=O)c1ccccc1[N+](=O)[O-]	-1.4	17.1	-0.3	0.2	-9.4	-6.1	-2.5	-0.4	1.4
Cc1cc(C)nc(N2CCCC(C(=O)Nc3nnc(C(C)C)s3)C2)n1 (centres undefined)	-2.2	11.6	-0.2	1.0	-17.3	9.8	-2.2	6.1	-0.1
CC(C)(CN1CCc2ccccc2C1)NS(=O)(=O)c1ccccc1	0.7	-7.7	-1.7	-1.0	9.9	2.9	-1.6	0.3	1.0
CC1CC(C)(C)NC(=S)N1CC(=O)NCc1ccccc1Cl (centres undefined)	-2.5	0.1	-0.7	-0.2	-9.1	0.9	-2.8	-6.7	-2.7
Cc1ccc(C)c(N2N=C(C(=O)Nc3nccs3)CCC2=O)c1	2.1	-10.1	2.5	-0.2	-10.3	-1.8	-2.5	-2.8	-3.9
C/C(=N\Nc1ccccc1)c1cc2ccccc2oc1=O	0.5	-12.6	3.9	0.0	-1.1	4.8	-0.4	4.2	2.4
Cc1nc2ccc(NC(=O)NC(=O)c3c(Cl)cccc3Cl)cc2o1	2.1	-2.2	-4.3	-1.8	4.6	-7.0	-4.1	-1.2	10.1*
COc1ccc(S(=O)(=O)N2CCOC2CNC(=O)C(=O)NCCCn2ccnc2)cc1OC (centres undefined)	-0.1	-6.7	7.3	1.2	-6.5	nt	-0.1	-1.0	1.5
O=S(=O)(Cc1ccc(Cl)cc1)c1ncc(CO)n1Cc1ccccc1	0.3	0.6	1.4	1.7	-8.4	-1.8	-0.7	-0.8	0.3
CCn1c(=O)n(CC)c2cc(S(=O)(=O)N3CCc4ccccc43)ccc21	-1.6	-15.2	11.2	-1.0	-10.9	-16.6	5.0	0.8	-0.3
Cc1ccc(-c2nn(-c3ccccc3)cc2C2CC(c3cccs3)=NN2C(=O)CCCC(=O)O)cc1 (centres undefined)	1.5	-0.9	5.2	-0.8	7.6	-14.7	-1.1	6.9	-1.7
O=C(Nc1ccc(OC(F)(F)F)cc1)N1CCN(c2ccnc3cc(Cl)ccc23)CC1	0.2	5.1	0.6	-1.9	-12.5	-13.3	-0.6	0.4	2.4
CCN(CC)S(=O)(=O)c1cccc(C(=O)NCC2CCCO2)c1 (centres undefined)	-1.4	1.5	-2.4	0.3	-15.8	-8.0	-6.8	6.8	4.0
CC(C)(C)C(=O)Cn1ncc(Cl)c(Cl)c1=O	-1.3	-15.8	-2.1	-0.4	53.5*	-24.9	7.2	1.0	0.7
COc1ccc(CN2C(=O)c3cccnc3C2O)cc1 (centres undefined)	-1.2	5.1	-1.7	0.8	4.7	-33.9	-3.0	6.5	-1.8
O=c1c2ccc([N+](=O)[O-])cc2ncn1CCOc1cccc(Br)c1	0.3	-4.7	4.6	0.1	-5.1	-8.5	1.8	-2.5	4.9
COc1ccc(N(CC(=O)N2CCN(c3ccccc3)CC2)S(=O)(=O)c2c(C)noc2C)cc1	1.1	7.5	1.9	-0.7	-16.8	-11.4	0.4	4.3	-1.5
CN(CC(=O)Nc1ccccc1F)S(=O)(=O)c1ccc2c(c1)n(C)c(=O)c(=O)n2C	-1.3	13.7	-2.1	0.8	0.3	nt	-3.4	-3.5	5.1
Cc1nn(Cc2ccccc2)c(C)c1NC(=O)c1cc(-c2ccco2)on1	-0.4	-5.5	0.9	-0.3	-4.3	-5.5	3.0	-2.2	-2.2
Nc1nc(NC(=O)c2cccc(S(=O)(=O)N3CCCCCC3)c2)nc(-c2ccccc2)n1	0.8	3.3	5.1	-0.9	-32.0	0.8	-2.5	3.7	-1.2
Cn1nnnc1SCC(=O)Nc1ccc(Oc2ccc(Cl)cc2)cc1	1.0	11.2	4.5	-0.1	-15.0	-13.5	0.0	2.7	1.8
COc1cc([N+](=O)[O-])ccc1NC(=O)/C=C\C(=O)O	1.2	-20.5	8.0	-0.1	2.9	-5.6	2.1	8.6	5.5
CCCCNC(=S)Nc1ccc(F)cc1	-0.3	0.5	0.0	1.6	-3.9	-8.1	-6.9	-5.1	0.5
Cc1ccc(C)c(OCCCC(C)(C)C(=O)O)c1	-0.6	-15.4	0.8	2.0	-2.1	nt	-3.4	2.2	-1.5
CCN(CC)c1ccc(NC(=O)Cn2c(C(C)NC(=O)c3ccc(C)cc3)nc3ccccc32)cc1 (centres undefined)	1.9	-12.6	6.8	0.2	-12.8	0.1	1.0	19.3	3.8
Cc1ccc(-n2c(SCc3cc(=O)n4ccsc4n3)nnc2-c2cccnc2)c(C)c1	0.2	0.1	4.6	0.1	20.6	-22.5	-0.5	-3.3	-0.3
CCOC(=O)C(CCSC)NC(=O)CN (centres undefined)	-1.9	-11.8	5.2	0.8	-4.6	-9.1	-1.8	2.8	-2.4
COC(=O)C1=C(C)N(CCc2c[nH]c3ccccc23)C(=O)C1	0.0	8.7	2.1	0.6	0.4	11.8	1.2	0.9	4.5
C=CCn1c(SCc2c(C)noc2C)nc2sc3c(c2c1=O)CCC(C)C3 (centres undefined)	-1.1	6.0	4.5	-0.5	-9.1	25.5	-1.1	1.7	3.5
O=C(/C=C/c1ccccc1[N+](=O)[O-])NCc1ccc(Cl)cc1	0.5	-2.5	0.9	-0.4	7.1	1.6	0.9	0.3	-2.0
O=C(c1ccc(CNS(=O)(=O)c2ccc(Br)cc2)cc1)N1CCCC1	0.4	1.1	11.4	0.5	-17.5	0.5	3.1	6.5	5.0
O=C(Oc1cccc(C(=S)N2CCOCC2)c1)c1cc([N+](=O)[O-])cc([N+](=O)[O-])c1	-1.1	0.6	-3.1	0.6	6.4	-2.4	-0.1	-2.4	1.2
COc1cccc(-c2cc(C(=O)NC3CCCC3)no2)c1	0.9	0.2	6.6	-2.1	7.8	-4.5	3.5	6.1	14.6*
N#Cc1c(NC(=O)CN2CCN(C(=O)c3ccco3)CC2)sc2c1CCCCC2	1.4	-2.3	10.6	-0.4	-12.5	-76.8	-0.2	-0.4	1.4
CCc1ccccc1NC(=O)c1cccs1	-0.6	15.8	0.2	1.4	-6.8	-6.2	2.2	-0.8	-1.3
CCn1nc(C)cc1C(=O)Sc1ccc(C)cc1	-0.3	8.4	3.1	0.0	-1.5	-4.0	0.4	1.1	-1.7
CCOC(=O)N(NC(=O)C(O)(C(C)C)C(C)C)c1ccccc1	1.1	4.1	5.4	0.9	-12.0	-5.3	3.0	-2.5	-0.1
Cc1nnc(SCC(=O)N2CCOCC2)n1C	1.7	-0.9	3.5	-0.2	-4.2	-10.2	-1.0	4.9	-0.5
COc1ccccc1CNC(=O)c1cc2c(=O)[nH]c3ccccc3c2n1C	-0.2	7.7	1.4	0.5	-13.6	-9.5	0.3	1.9	-3.2
CCCCNc1ccccc1C(=O)OCC(=O)Nc1ccc(S(N)(=O)=O)cc1	-2.1	2.4	3.8	0.7	-5.0	-27.4	2.2	4.2	-0.9
O=[N+]([O-])c1cc(-c2n[nH]c(-c3ccccc3)n2)cc([N+](=O)[O-])c1	1.0	-13.5	2.9	0.6	-0.5	-1.0	-2.5	-5.7[fluorescence artefact?]	-1.4
CCOC(=O)C1CCCN(C(=O)Cn2cnc3c2c(=O)n(C)c(=O)n3C)C1 (centres undefined)	-1.3	4.4	8.2	-0.4	-3.9	1.1	8.4	-0.5[fluorescence artefact?]	-0.1
COc1ccc2cc(CN(C(=O)Nc3ccccc3)C3CCCC3)c(=O)[nH]c2c1	-1.6	9.0	6.1	-0.5	-1.8	-21.6	0.5	3.5	5.5
Cc1cc(N2CCOCC2)nc(-c2ccc(Br)cc2)n1	-0.5	-6.7	5.3	0.5	-17.3	-2.5	3.2	6.0[fluorescence artefact?]	-2.6
COc1ccc(C(=O)NNC(=O)C(=O)NCc2ccccc2)cc1	1.4	-3.8	4.3	1.4	-2.5	4.9	-4.7	2.0	-0.7
Cc1cc(N/N=C/c2ccc(O)cc2O)nc(-n2nc(C)cc2C)n1	0.2	12.5	3.9	-0.5	-11.3	-6.6	-3.1	3.5	-2.0
